Tb hexokinase: blocks Trypanosoma brucei hexokinase 1 activity; recombinant TbHK1, G6PDH-coupled NADH A340; inhibition, % at 10 µM; 220,000 tested, 0.11% active; AID 1430;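 active = inhibition of 50% or more in the single-dose primary screen; inactive = inhibition below 50%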
FXIa inh: factor XIa (human) inhibition; P03951; purified FXIa, Boc-Glu-Ala-Arg-AMC fluorogenic substrate; inhibition, % at 5 µM; 220,000 tested, 0.14% active;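 active = inhibition of at least 40%; inactive = inhibition below 40%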;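 also: fluorescence of freed AMC excited at 355 nm; 0% = enzyme without compound and 100% = no enzyme blank; many of its hits are not listed in these tables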
zVAD death inh: L929 zVAD cell death inhibition | L929 zVAD necroptosis rescue, ATP luminescence, 24 h; with zVAD 60 µM | 220,000 tested, 0.38% active | viability rescue, % at 10 µM;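 active = activation, scaled between plate controls, above about 75%, limit read from the data; inactive = activation under that limit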;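 also: 0% = zVAD with DMSO and 100% = DMSO alone without zVAD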
TNF death inh: TNF-alpha cell death inhibition in Jurkat FADD-/- cells. 220,000 tested, 0.068% active. activation (protection from cell death), % at 10 µM. Jurkat FADD-/- TNF necroptosis rescue, ATP luminescence, 24 h; 0 = TNF only, 100 = no-TNF cells;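 active = activation, meaning protection from cell death, of at least 50% relative to plate controls; inactive = activation below 50%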;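 also: necroptosis triggered by 40 ng/mL TNF-alpha added together with compound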
CHOP inh: blocks CHOP induction under ER stress. CHO-K1 CHOP-promoter luciferase, tunicamycin-induced, 15-18 h. inhibition, % at 10 µM. 220,000 tested, 3.8% active. AID 2732;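 active = compounds that reduced the stress-induced luciferase reporter signal by more than about 70% of percent inhibition, limit read from the data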;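 also: 0% = tunicamycin plus vehicle and 100% = wells without tunicamycin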
Wee1 stabilizer: blocks degradation of human Wee1 kinase | P30291 | HeLa Luc-Wee1K328M stability, luciferase luminescence; 100% = proteasome inhibitor MG132 effect | reporter increase, % at 5 µM | 220,000 tested, 1.2% active;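 active = activation above the mean of all tested compounds plus 3 SD, set per screening run, cut at about 8.8% in these data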;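 also: cells exposed to compound for 20 h before luminescence read; 0% = DMSO alone and 100% = MG132 at 30 µM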
EP2 antag: blocks the human prostaglandin E2 receptor EP2 | P43116 | C6 glioma cells expressing human EP2, cAMP TR-FRET; cells stimulated with saturating PGE2 | inhibition, % at 25 µM | 260,000 tested, 0.52% active;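 active = percent inhibition above 40 after rounding to a whole number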;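 also: rat C6 glioma host cells with rolipram phosphodiesterase inhibitor present; the protocol text gives 20 µM as final concentration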
Target sequence (P43116 whole entry, looked up): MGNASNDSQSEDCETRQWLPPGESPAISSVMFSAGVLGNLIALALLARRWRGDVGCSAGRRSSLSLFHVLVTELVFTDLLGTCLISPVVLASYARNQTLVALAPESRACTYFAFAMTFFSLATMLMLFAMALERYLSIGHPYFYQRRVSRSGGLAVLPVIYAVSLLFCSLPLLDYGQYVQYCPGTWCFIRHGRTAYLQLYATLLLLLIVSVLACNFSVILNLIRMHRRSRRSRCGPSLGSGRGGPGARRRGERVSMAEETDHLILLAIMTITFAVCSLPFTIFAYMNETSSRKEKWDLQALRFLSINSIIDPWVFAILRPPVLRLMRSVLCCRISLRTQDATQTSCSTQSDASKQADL
FXIIa inh: factor XIIa (human) inhibition; purified FXIIa, Boc-QGR-AMC fluorogenic substrate, 2 h; inhibition, % at 5 µM; P00748; AID 800; 220,000 tested, 0.3% active; in the data active = inhibition above about 40%;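 also: 0% = enzyme with no compound and 100% = blank without enzyme; many of its hits are not listed in these tables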
Target sequence (P00748 20-372 limits assumed): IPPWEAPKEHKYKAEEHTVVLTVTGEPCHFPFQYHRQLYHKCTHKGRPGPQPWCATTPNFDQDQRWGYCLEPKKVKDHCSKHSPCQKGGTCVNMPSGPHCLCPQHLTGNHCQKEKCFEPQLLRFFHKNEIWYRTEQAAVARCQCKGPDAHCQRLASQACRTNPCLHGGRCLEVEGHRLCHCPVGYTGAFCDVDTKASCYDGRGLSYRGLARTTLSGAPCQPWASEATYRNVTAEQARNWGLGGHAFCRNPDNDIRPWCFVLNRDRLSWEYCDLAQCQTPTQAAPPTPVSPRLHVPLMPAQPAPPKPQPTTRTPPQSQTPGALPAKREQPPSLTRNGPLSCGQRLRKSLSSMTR
Target sequence (P00748 373-615 limits assumed): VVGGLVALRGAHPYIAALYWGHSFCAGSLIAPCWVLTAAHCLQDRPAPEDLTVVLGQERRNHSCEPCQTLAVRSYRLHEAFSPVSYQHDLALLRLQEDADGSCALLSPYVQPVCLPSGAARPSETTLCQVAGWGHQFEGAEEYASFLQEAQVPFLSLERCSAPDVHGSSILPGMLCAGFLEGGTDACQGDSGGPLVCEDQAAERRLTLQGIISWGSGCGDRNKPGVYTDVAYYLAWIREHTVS
PPC-1+TRAIL kill: kills PPC-1 cancer cells in the presence of TRAIL; PPC-1 cells + TRAIL, ATPLite viability luminescence; cell killing (% activity), % at 4 µM; 220,000 tested, 0.41% active;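 active = cell killing above 50% in the first pass at 4 µM, then a duplicate retest at 5 µM averaging 50% or more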;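 also: plate controls were cells with TRAIL plus DMSO for no effect and medium-only wells lacking cells for full effect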
Active calls of the source: *; . = no result given; & = joins results of further samples. These rows are one share of the data; rates above refer to the full screens.

SMILES	Tb hexokinase	FXIa inh	zVAD death inh	TNF death inh	CHOP inh	Wee1 stabilizer	EP2 antag	FXIIa inh	PPC-1+TRAIL kill
COC(=O)c1ccccc1OC(=O)c1ccc(Br)o1	1	4	-0.2	-1.1	15	0	0	14	-15
C/C(=N\NC(=S)Nc1ccc(C)c(C)c1)c1ccc(N2CCOCC2)cc1	-34	-4	12	2.6	4	1	8	-1	18
O=C(CN1C(=O)NC2(CCCCCCC2)C1=O)NCc1cccs1	-1	19	1.2	-0.2	-15	2	4	22	0
CC(C)(C)c1nnc(N/N=C/c2ccccc2)n(N)c1=O	-26	3	2.1	0.2	21	-4	8	5	12
Cc1cc(-c2n[nH]c(=S)n2/N=C/C=C/c2ccccc2)n[nH]1	-10	5	1.6	1.9	-24	-1	6	9	1
O=C(NCC1CCCO1)C1CC(=O)N(C2CCCC2)C1 (stereo not given)	-9	-4	-0.9	-0.4	-10	-1	9	6	6
Nc1nnc(Cc2ccccc2F)s1	7	26	-0.7	0.6	7	-3	0	33	-14
CN(C)S(=O)(=O)c1cccc(C(=O)NCc2cccs2)c1	9	3	-0.2	0.3	16	0	9	16	0
CC(C)Sc1nnc(NC(=O)CCc2ccccc2)s1	2	0	2.2	2.1	29	-2	3	7	-12
CCCCc1ccc(NC(=O)N2CCNC(=O)C2CC(=O)Nc2ccsc2C(=O)OC)cc1 (stereo not given)	-18	-2	1.0	4.0	57	-2	10	1	-10
COc1cc(-n2c(=O)c3ccccc3n(CC(=O)c3ccc(Br)cc3)c2=O)cc(OC)c1OC	-22	-6	0.5	0.6	35	0	7	1	-1
CCS(=O)(=O)N1CCC(C(=O)NCCN2CCOCC2)CC1	-4	-5	.	1.1	29	3	2	7	14
CCCCN1C(=O)N(C)C2NC(=O)NC21 (stereo not given)	2	0	0.1	-1.4	-2	5	18	0	1
COC(C(=O)NCc1ccccc1C)c1ccccc1 (stereo not given)	-3	-6	0.9	19	-10	6	7	-5	2
O=C(NNC(=S)NCc1ccc(Cl)cc1)c1ccc(Br)o1	5	-3	1.7	0.1	23	2	2	4	16
C/C(=N\N=c1/scc(C)n1Cc1ccco1)c1cccc([N+](=O)[O-])c1	-6	-5	-0.2	1.0	25	2	17	3	-9
COc1ccc(C2CC(C(F)(F)F)n3nc(CO)c(Cl)c3N2)cc1OC (stereo not given)	-2	3	1.2	-0.2	8	-2	7	19	14
Cc1ccc2c(C)nc(NC3=NCN(C(C)C)CN3)nc2c1	0	.	-0.1	1.5	.	-1	.	.	.
CCn1c(-c2cc(-c3cccc(OC)c3)nc3ccccc23)n[nH]c1=S	-27	6	-0.5	5.6	26	0	8	6	13
COC(=O)C1(C)NC(c2ccco2)C2C(=O)N(c3ccc(F)cc3)C(=O)C21 (stereo not given)	-4	-2	1.8	-0.5	13	-4	3	7	7
CCN(CC)S(=O)(=O)c1ccc(N2CCOCC2)c(NC(=O)C23CC4CC(CC(Cl)(C4)C2)C3)c1	13	-6	0.8	3.9	22	1	3	5	9
Nc1nnc(SCC(=O)c2ccccc2)s1	-2	6	0.7	2.2	7	-1	15	4	4
N#Cc1cc2c(nc1SCc1cccnc1)CCC2	1	6	0.2	-0.9	21	-2	8	-8	22
O=C(NC(=S)Nc1ccccn1)c1ccc([N+](=O)[O-])cc1	32	2	-0.2	0.1	-8	0	3	10	13
O=C1CCC(=O)N1OCCCOc1ccc2c(c1)CCC2	4	-2	-0.8	-0.1	23	0	10	14	8

6 of the entries above in order of their number in CHOP inh, smallest number first.
| smiles | CHOP inh |
| --- | --- |
| O=C(NCC1CCCO1)C1CC(=O)N(C2CCCC2)C1 (stereo not given) | -10 |
| COC(=O)C1(C)NC(c2ccco2)C2C(=O)N(c3ccc(F)cc3)C(=O)C21 (stereo not given) | 13 |
| COC(=O)c1ccccc1OC(=O)c1ccc(Br)o1 | 15 |
| CN(C)S(=O)(=O)c1cccc(C(=O)NCc2cccs2)c1 | 16 |
| CC(C)(C)c1nnc(N/N=C/c2ccccc2)n(N)c1=O | 21 |
| C/C(=N\N=c1/scc(C)n1Cc1ccco1)c1cccc([N+](=O)[O-])c1 | 25 |

Looked up by compound from the entries so far:
SMILES	Tb hexokinase	FXIa inh	zVAD death inh	TNF death inh	CHOP inh	Wee1 stabilizer	EP2 antag	FXIIa inh	PPC-1+TRAIL kill
O=C(NC(=S)Nc1ccccn1)c1ccc([N+](=O)[O-])cc1	32	2	-0.2	0.1	-8	0	3	10	13
COC(C(=O)NCc1ccccc1C)c1ccccc1 (stereo not given)	-3	-6	0.9	19	-10	6	7	-5	2

Following part.
SMILES	Tb hexokinase	FXIa inh	zVAD death inh	TNF death inh	CHOP inh	Wee1 stabilizer	EP2 antag	FXIIa inh	PPC-1+TRAIL kill
COc1ccc(-c2nn(-c3ccccc3)cc2/C=C/C(=O)N2CCN(c3ccccn3)CC2)cc1	-8	-2	1.7	-1.1	22	-1	7	2	28
CCCN1CCC(=O)N([C@H](CSc2ccc(OC)cc2)c2ccccc2)CC1	-3	0	0.2	1.6	-34	.	14	6	35
CC(=O)Nc1ccc(-c2nnc(SCc3c(C)cc(C)cc3C)n2C)cc1	-8	-7	-0.3	-1.5	1	3	13	-1	22
C=C(C)CNC(=S)N/N=C/c1c(F)cccc1F	-3	-1	-0.8	-1.0	-8	14*	7	8	20
O=C(O)c1cccc(-n2c(-c3cnccn3)n[nH]c2=S)c1	-15	-3	2.6	0.1	6	-1	7	4	26
COC(=O)c1sccc1N/N=C/c1ccc(OC)c(OC)c1OC	-18	6	0.7	-0.3	-5	0	13	10	-24
CCCc1c(O)nc(SCc2ccccc2)[nH]c1=O	-5	-2	0.1	-1.5	5	3	0	-7	-1
C#CCNC(=O)C1=C[C@@H](c2ccccc2)C[C@@H](OCc2ccc(CO)cc2)O1	-11	4	0.3	1.2	30	-1	12	8	10
O=C(/C=C/c1ccc([N+](=O)[O-])cc1)N1CCN(S(=O)(=O)c2cccs2)CC1	-16	2	-0.1	1.5	19	-1	11	12	18
COc1cccc(CN(C)C(=O)Nc2cccc(C(F)(F)F)c2)c1OC	1	-5	0.8	2.1	-5	-2	6	6	10
Cc1ccccc1CNC(=O)CC1C(=O)NCCN1Cc1c(F)cccc1Cl (stereo not given)	-8	-2	0.1	-0.1	-25	-4	8	3	3
CCOC(=O)C1=C(CSc2nccn2C)NC(=O)NC1c1cc(C)ccc1C (stereo not given)	3	-6	0.1	0.1	23	-1	6	7	9
COc1ccc(CNn2c(C)nc3ccccc3c2=O)cc1	0	5	0.5	-3.4	17	3	13	13	14
CNC(=O)CC(C(=O)O)c1ccc(OC(C)C)cc1 (stereo not given)	-12	-3	-1.4	-0.4	32	-2	8	4	12
CC(NC(=O)c1cccc2ccccc12)c1ccc2c(c1)CCCC2 (stereo not given)	-5	1	1.4	-4.8	-4	-1	9	11	-14
CCCCN(C)CCn1c(=S)[nH]c2ccc(N3CCOCC3)cc2c1=O	-11	6	3.7	0.1	0	-1	6	14	8
Cc1c(OCc2nn[nH]n2)ccc2c3c(c(=O)oc12)CCC(C)C3 (stereo not given)	1	2	-0.3	-0.9	15	-3	4	5	-4
C=CCn1c(SCc2c(C)noc2C)nc2ccccc2c1=O	-6	1	-0.4	-17	.	-1	3	18	-15
O=C(O)COc1ccc2c3c(c(=O)oc2c1)CCCC3	-18	-2	0.1	-0.2	3	-4	6	4	-2
COC(=O)c1cc(Br)c(=O)n(-c2ccccc2OC)c1	2	-1	0.1	-3.4	14	-4	16	18	21
Cc1ccc(C)c(NC(=S)NCc2ccc3[nH]c4c(c3c2)CCCC4)c1	1	3	.	-22	36	7	9	13	1
CCn1c(COc2ccccc2)nnc1SCC(=O)Nc1ccc2c(c1)OCCO2	6	-16	0.4	-2.4	-10	-1	17	9	3
O=[N+]([O-])/C(C(=C(Cl)Cl)N1CCN(Cc2ccccc2)CC1)=C1\NCCN1Cc1ccc(Cl)nc1	-22	-1	-0.5	1.7	15	-1	7	4	20
CC(=O)c1cc2c(cc1NC(=O)CCCC(=O)O)OCO2	-18	-1	2.1	1.3	-2	1	4	0	-7
CC(C)(C)n1nnnc1C(c1cccs1)N1CCCC2(CCCCC2)C1 (stereo not given)	16	-4	-0.1	-1.1	15	1	6	-3	26

(next part)
SMILES	Tb hexokinase	FXIa inh	zVAD death inh	TNF death inh	CHOP inh	Wee1 stabilizer	EP2 antag	FXIIa inh	PPC-1+TRAIL kill
Cc1c(NC(=O)CN2CCN(c3ccc(O)cc3)CC2)c(=O)n(-c2ccccc2)n1C	0	-4	-0.1	-0.5	-26	3	8	9	-10
COc1cccc(/C=N/Nc2nc3ccccc3[nH]2)c1OC	-73	4	7.2	12	-29	3	12	4	16
CCC(=O)N1CCc2cc(Br)cc(S(=O)(=O)CCC(=O)N(CC)CC)c21	7	-2	-0.4	0.3	25	1	2	6	11
COc1ccc(C(=O)NN2C(=S)N(c3ccc(OC)cc3)C(=O)C2CC(N)=O)cc1 (stereo not given)	1	1	1.1	4.2	-20	3	8	4	15
O=C(OCc1nnc(-c2ccc(Cl)cc2)o1)C12CC3CC(CC(O)(C3)C1)C2	7	-1	-2.2	-0.7	-4	9.8*	3	5	16
Cc1noc(NS(=O)(=O)c2ccc(NC(=O)c3ccc(Br)o3)cc2)c1C	-3	0	1.6	0.2	7	1	5	19	20
CCN(CC)c1ccc(/C=N/NC(=O)Cc2nnc(NC(=O)Nc3ccccc3)s2)cc1	-6	0	8.1	3.5	6	-4	6	-3	1
O=S(=O)(NCc1csc(-c2cccnc2)n1)c1ccc2c(c1)OCCO2	-11	5	0.2	-0.1	-2	0	15	3	29
O=c1c(Cc2c(F)cccc2Cl)c(O)ccn1Cc1ccc2c(c1)OCO2	0	-3	0.1	3.2	16	-2	6	3	14
COc1ccccc1/C=N/NC(=O)CN(C1=NS(=O)(=O)c2ccccc21)c1ccccc1	21	3	0.9	3.6	39	-3	8	15	28
c1ccc2c(c1)OCCOCCOCCO2	-1	-1	3.6	0.3	11	-2	-1	5	8
COCC(C)N=C1NN=C(c2cccs2)C(CC(=O)O)S1 (stereo not given)	-30	-6	13	-0.5	-5	-2	4	5	-2
Cc1cc(NC(=O)CSc2nnc(-c3ccoc3C)n2N)no1	4	-6	0.0	-0.7	-6	-3	10	-2	-4
Cc1c(C(=O)O)oc2c(F)cccc12	1	2	2.6	-0.1	2	-4	4	6	32
O=C(OCc1ccc(Cl)cc1)c1cnccn1	-7	1	0.5	1.5	82*	-2	11	2	26
CCN(CC(=O)N(CC(C)C)c1c(N)n(CC(C)C)c(=O)[nH]c1=O)Cc1nc2ccccc2c(=O)[nH]1	-7	3	0.3	1.2	-15	0	8	11	16
Cc1ccc(S(=O)(=O)N(C)C)cc1NC(=O)COC(=O)/C=C/c1ccc2c(c1)OCO2	-13	-8	1.5	-1.0	-5	-1	10	3	-10
CCOC(=O)C1=C(O)/C(=C\c2cccc(OC)c2)N=C1C	-7	3	0.0	-2.6	32	3	7	15	-7
COc1ccc(OC)c(C(=O)CSc2nnc(-c3cccs3)o2)c1	-5	5	-0.1	-3.5	26	-1	13&9	11	7
Cc1ccccc1CC1(CO)CCCN(C(=O)c2ccccc2Cl)C1 (stereo not given)	-2	-1	4.0	2.0	3	-3	13	7	.
CC(CCc1ccccc1)NC(=O)c1nnc(Cc2ccc(Cl)cc2)o1 (stereo not given)	0	2	1.7	1.8	69	-1	9	4	4
O=c1c2ccccc2nc(-c2ccco2)n1-c1nc2ccccc2s1	-8	-2	-0.2	-0.9	35	-3	3	-11	0
COc1ccc(/C=C2/N=C(SC)NC2=O)cc1OC	1	-3	2.2	0.3	10	1	7	4	-2
CCN(CC)/C(Sc1ccccc1)=C(\C(Cl)=C(Cl)Cl)[N+](=O)[O-]	-16	-4	3.3	-8.6	23	-2	1	6	-20
COC(=O)NNC(=O)c1ccccc1OC	11	6	0.1	-0.3	-1	4	14	14	28
Cc1nn(-c2ccc(C(=O)O)cc2)c(=O)c2ccccc12	-3	3	0.4	-2.8	15	9	4	11	9

High-throughput results from PubChem.
